Screens from PubChem.
bIAP inh: bovine intestinal alkaline phosphatase inhibitors, primary screen, selectivity assay for TNAP inhibitor project, biochemical, bovine IAP, CDP-star luminescence; alkaline phosphatase, intestinal [Bos taurus]; purified bovine IAP, 30 min; inhibition, % at 20 µM; 190,000 tested, under 10 active;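 active means over 50% inhibition of intestinal alkaline phosphatase at 20 µM in the single-dose screen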
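Assay system – bovine IAP enzyme · Quantity – bovine IAP at 1/65,000,000 final dilution · Detection – CDP-star luminescence signal · Times – 30 min reaction at room temperature · Also added – CDP-star substrate at 30 µM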
PPARg SRC-3 ag: PPARgamma agonists recruiting SRC-3 coactivator, primary screen, biochemical | activation, % at 8 µM | 200,000 tested, 0.26% active | biochemical PPARgamma/SRC-3 coactivator recruitment assay | Peroxisome proliferator-activated receptor gamma (Homo sapiens), P37231; in the data active means activation above about 23%;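 further: 0% = DMSO and 100% = reference agonist; some compounds past the cut are filed as inactive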
Target sequence (P37231 whole entry, looked up): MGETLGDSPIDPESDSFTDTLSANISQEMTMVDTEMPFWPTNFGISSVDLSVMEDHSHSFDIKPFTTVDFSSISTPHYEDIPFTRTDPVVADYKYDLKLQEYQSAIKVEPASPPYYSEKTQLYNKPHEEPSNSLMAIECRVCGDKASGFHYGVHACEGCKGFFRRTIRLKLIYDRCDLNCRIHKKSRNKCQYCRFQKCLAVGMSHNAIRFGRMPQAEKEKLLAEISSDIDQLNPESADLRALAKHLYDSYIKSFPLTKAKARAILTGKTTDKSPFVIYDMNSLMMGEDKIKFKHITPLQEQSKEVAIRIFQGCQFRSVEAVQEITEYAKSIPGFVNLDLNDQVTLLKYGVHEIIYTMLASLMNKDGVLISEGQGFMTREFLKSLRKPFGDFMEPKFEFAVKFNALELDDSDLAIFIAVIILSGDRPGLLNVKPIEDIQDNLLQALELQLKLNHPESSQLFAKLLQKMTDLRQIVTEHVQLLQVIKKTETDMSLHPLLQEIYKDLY
PPARg SRC-1 ag: PPARgamma agonists recruiting SRC-1 coactivator, primary screen, biochemical | PPARgamma-SRC-1 coactivator recruitment biochemical assay | AID 631, 2007 | Peroxisome proliferator-activated receptor gamma (Homo sapiens), P37231 | activation, % at 8 µM | 200,000 tested, 0.41% active; in the data active means activation above about 19%;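 further: 0% = DMSO and 100% = reference agonist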
TNAP inh hiacc: human TNAP enzyme inhibitors, primary screen, biochemical, luminescent, high phosphate acceptor level, uHTS | purified TNAP, CDP-star luminescence, 1 M DEA | inhibition, % at 20 µM | 200,000 tested, 0.03% active;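 active means over 50% inhibition of tissue-nonspecific alkaline phosphatase at 20 µM in the single-dose screen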;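 further: plate controls were DMSO wells for no effect and EDTA-quenched wells as full inhibition for full effect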
Target sequence (P05186 whole entry, looked up): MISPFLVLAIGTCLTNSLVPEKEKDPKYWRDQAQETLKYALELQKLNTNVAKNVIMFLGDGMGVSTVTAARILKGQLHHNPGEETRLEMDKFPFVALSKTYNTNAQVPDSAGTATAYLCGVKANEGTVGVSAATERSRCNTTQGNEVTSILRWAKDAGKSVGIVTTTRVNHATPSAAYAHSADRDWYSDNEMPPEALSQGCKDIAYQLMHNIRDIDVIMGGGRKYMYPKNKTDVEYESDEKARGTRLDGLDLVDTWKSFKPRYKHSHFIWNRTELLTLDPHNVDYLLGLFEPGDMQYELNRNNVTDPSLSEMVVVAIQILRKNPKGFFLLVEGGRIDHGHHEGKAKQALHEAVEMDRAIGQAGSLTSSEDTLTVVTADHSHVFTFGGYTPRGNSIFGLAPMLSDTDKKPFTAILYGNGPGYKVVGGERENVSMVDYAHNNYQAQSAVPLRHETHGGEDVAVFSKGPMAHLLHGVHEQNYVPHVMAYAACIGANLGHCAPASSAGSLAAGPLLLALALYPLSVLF
HMGR II inh: inhibitors of E. faecalis class II HMGR, primary screen, biochemical, Enterococcus faecalis; HMG-CoA reductase (Enterococcus faecalis, mvaE); purified E. faecalis HMGR, NADPH absorbance 340 nm kinetic; inhibition, % at 10 µM; 190,000 tested, 0.41% active; AID 1066, 2008;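 active means inhibition above a set limit, the median over all tested compounds plus 3 SD, cut at about 9.5% in these data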;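 further: enzyme runs in reverse so mevalonate oxidation gives rising NADPH absorbance; 0% = complete reaction with DMSO and 100% = background rate lacking mevalonate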
bIAP activator: bovine intestinal alkaline phosphatase activators, primary screen, biochemical, bovine IAP, CDP-star luminescence; alkaline phosphatase, intestinal [Bos taurus]; purified bovine IAP, 30 min; stronger effect = higher value; fold of DMSO-control signal, blank-subtracted; activation factor at 20 µM; 200,000 tested, 0.17% active;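 active means activation factor of 2 or more at 20 µM, a signal rise over negative controls twice the positive control's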
TNAP inh no acc: human TNAP enzyme inhibitors, primary screen, biochemical, luminescent, no phosphate acceptor, uHTS; 200,000 tested, 0.26% active; inhibition, % at 20 µM; AID 1012, 2008; purified TNAP, CDP-star luminescence, 30 min;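 active means tissue-nonspecific alkaline phosphatase inhibition above about 50% at 20 µM in the single-dose screen, limit read from the data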;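 further: 0% = DMSO negative control and 100% = EDTA positive control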
PPARg SRC-2 ag: agonists of PPARg-SRC-2 recruitment, primary screen, biochemical, HTS. Peroxisome proliferator-activated receptor gamma (Homo sapiens), P37231. AID 1032, 2008. activation, % at 8 µM. PPARgamma LBD-SRC-2 recruitment. 200,000 tested, 0.34% active; in the data active means activation above about 22%;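 further: 0% = vehicle and 100% = reference agonist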
TR-FRET SRC-2 ct: TR-FRET signal artefacts, primary screen, artefact control for PPARgamma SRC-2 agonist project, biochemical; TR-FRET artefact counter-screen; stronger effect = higher value; TR-FRET ratio at 8 µM; 200,000 tested, 0.4% active; AID 1049, 2008; in the data active means TR-FRET ratio above about 2000; further: inactives centre near 1500
TNAP act hiacc: TNAP activators at high phosphate acceptor level, primary screen, biochemical, luminescence, uHTS | Alkaline phosphatase, tissue-nonspecific isozyme (Homo sapiens), P05186 | purified TNAP, CDP-star luminescence, 1 M DEA, 30 min; stronger effect = higher value; 0 = EDTA background, 1 = DMSO-only activity | activation factor at 20 µM | 200,000 tested, under 10 active | AID 1136, 2008;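 active means activation factor at least 2 at 20 µM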
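system = human TNAP | amount = enzyme diluted 1/800 final | reagent = 100 µM CDP-star substrate | signal = luminescent substrate turnover signal | dosing = one dose, 20 µM | benchmarks = EDTA negative control, DMSO positive control | measure = activation factor | timing = 30 min reaction, room temperature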
* = called active by the depositor; / = not tested or not shown.

SMILES	bIAP inh	PPARg SRC-3 ag	PPARg SRC-1 ag	TNAP inh hiacc	HMGR II inh	bIAP activator	TNAP inh no acc	PPARg SRC-2 ag	TR-FRET SRC-2 ct	TNAP act hiacc
Cc1ccc(C)c(N2CN(Cc3ccco3)CNC2=S)c1	25.2	-1.4	0.9	2.9	2.4	0.7	-2.5	-1.0	1347	1
COc1ccc(Nc2nc3c(c(=O)n(C)c(=O)n3C)n2CCO)cc1	10.7	9.0	3.6	-0.1	-5.8	0.9	-9.2	6.9	1506	1
COc1ccccc1Oc1ncnc2sccc12	-5.4	2.0	3.9	-3.7	-0.4	1.1	-11.9	-0.8	1741	1
CCCOC(=O)c1ccc(Cl)c(NC(=O)c2cccnc2)c1	3.4	-2.4	0.7	-6.6	-1.0	1	-9.1	-2.6	1627	1.1
CCc1ccc(C2CC(=O)N(c3ccc(F)cc3)C3=C2C(=O)OC3)cc1 (stereo not drawn)	-19.5	-0.6	-2.4	-2.0	-5.3	1.2	-5.5	-4.3	1501	1
CC(=O)c1c(C)nc2sc3c(=N)n(N)cnc3c2c1-c1ccc(Cl)cc1	3.7	-3.3	0.3	1.9	-0.6	1	3.9	-4.3	1466	1
COC(=O)/C(=C/Nc1ccccc1)[N+](=O)[O-]	12.0	3.9	0.3	-2.8	-8.9	0.9	-11.6	2.9	1446	1
CCCc1[nH]nc2c1C1(C(=O)N(C(C)C)c3ccccc31)C(C#N)=C(N)O2 (stereo not drawn)	-3.7	6.4	5.5	-1.2	-2.2	1	-4.1	8.4	1764	1
Cc1ccc(C(=O)Nc2sc(C(=O)N(C)C)c(C)c2C#N)cc1	3.9	0.4	-2.0	-2.1	2.0	1	6.3	-3.9	1346	1
CCOC(=O)N1CCC(NC(=O)c2cc(S(=O)(=O)NCCc3ccccc3)ccc2F)CC1	9.2	-1.0	0.1	-3.0	3.0	0.9	-10.3	-0.1	1580	1
CCCCC(CC)c1nnc(NC(=O)c2cccs2)s1 (stereo not drawn)	3.3	5.6	-1.9	-1.5	3.1	1	-5.2	22.1*	1818	1
COC(=O)CSc1nc(C)c(C(C)=O)cc1C#N	9.4	-1.4	7.6	-1.7	-5.6	0.9	-10.2	5.5	1381	1
COc1ccc(OC)c(NC(=O)COC(=O)c2ccc(S(=O)(=O)N3CCOCC3)cc2)c1	6.2	-4.9	1.6	-9.4	0.5	0.9	-15.9	3.1	1703	1.1
O=C(COC(=O)c1ccc(S(=O)(=O)Nc2ccccc2)cc1)NCCC1=CCCCC1	32.1	4.2	-3.5	-3.1	-5.2	0.7	-16.1	8.6	1543	1
CCOC(=O)c1cnc2cc(C)nn2c1-c1ccccc1	-0.8	5.5	-1.3	0.7	-0.4	1	-7.3	6.4	1599	1
CCOC(=O)c1ccccc1NC(=S)N1CCN(C2CCCCC2)CC1	-5.1	-0.3	-0.6	3.3	-4.6	1.1	-2.5	-8.7	1548	1
COc1ccccc1NS(=O)(=O)c1cc(NC(=O)c2cc[n+]([O-])cc2)ccc1N1CCCC1	10.4	1.8	5.8	-3.2	-4.5	0.9	-5.9	1.8	1334	1
CC(C)(C)NC(=O)Cn1cc(C#N)c2cc(Br)ccc21	7.0	9.3	-4.7	-5.4	-3.6	0.9	-9.9	3.6	1565	1.1
CC(=O)N1CCC(C(=O)c2ccc(Cl)cc2)CC1	3.3	12.0	-1.9	-3.0	-2.7	1	-12.7	9.6	1502	1
COc1cc(OC)cc(-c2cc3nc(C)cc(N4CCN(C(=O)c5ccco5)CC4)n3n2)c1	-4.6	12.9	6.2	-6.7	-5.8	1	-42.0	0.5	1447	1.1
CCn1cc([N+](=O)[O-])c(C(=O)N2CCOCC2)n1	-6.5	1.6	2.3	0.2	-1.4	1.1	-0.8	7.5	1669	1
O=C(c1ccncc1)c1ccc(Br)cc1	18.4	-5.4	1.3	1.2	-1.5	0.8	1.8	9.6	1487	1
COC(=O)C1CCN(C(=O)COC(=O)c2n[nH]c3ccccc23)CC1	/	4.4	8.5	/	-1.2	/	/	5.0	1443	/
CC(=O)N(/N=C1\Sc2ccccc2C1=O)c1ccc(C)cc1C	20.5	-11.6	4.3	31.0	2.2	0.8	2.9	7.6	1585	0.7
O=C(N/N=C/c1ccc(-c2cccc(C(F)(F)F)c2)o1)c1ccccc1O	-5.9	-2.7	-12.2	-4.5	-4.0	1.1	3.5	1.3	1402	1

The last 3 records of the part before come first, to join the parts.
SMILES	bIAP inh	PPARg SRC-3 ag	PPARg SRC-1 ag	TNAP inh hiacc	HMGR II inh	bIAP activator	TNAP inh no acc	PPARg SRC-2 ag	TR-FRET SRC-2 ct	TNAP act hiacc
COC(=O)C1CCN(C(=O)COC(=O)c2n[nH]c3ccccc23)CC1	/	4.4	8.5	/	-1.2	/	/	5.0	1443	/
CC(=O)N(/N=C1\Sc2ccccc2C1=O)c1ccc(C)cc1C	20.5	-11.6	4.3	31.0	2.2	0.8	2.9	7.6	1585	0.7
O=C(N/N=C/c1ccc(-c2cccc(C(F)(F)F)c2)o1)c1ccccc1O	-5.9	-2.7	-12.2	-4.5	-4.0	1.1	3.5	1.3	1402	1
CCOc1ccc(Cl)cc1/C=N/O	4.7	-4.3	3.4	-5.9	-2.3	1	-11.6	-3.8	1581	1.1
NC(=O)CS(=O)(=O)c1nc2ccccc2n1Cc1ccccn1	1.3	4.6	10.3	-4.2	3.0	1	-17.5	4.5	1693	1
O=C(COC(=O)c1cccc([N+](=O)[O-])c1)NCC1CCCO1 (stereo not drawn)	-1.5	-6.5	-10.4	-2.9	0.5	1	-1.7	0.3	1545	1
C=CCn1c(CSc2nc3ccccc3s2)nnc1SCC(=O)OCC	-2.6	10.1	7.0	1.1	-3.8	1	-5.6	7.9	1602	1
Cn1c(CCC(=O)OCC(=O)Nc2ccc(Oc3ccccc3)cc2)nc(=O)c2ccccc21	4.8	0.6	-17.4	-3.0	-6.2	1	-6.1	-1.2	1320	1
CC1=C(C)CC2(SC1)C(=O)N(c1ccccc1)N=C2N (stereo not drawn)	13.7	0.9	5.3	-4.3	-3.9	0.9	-15.8	12.2	1817	1
CCN(CC)S(=O)(=O)c1ccc(N2CCCC2)c(NC(=O)Cc2ccc(OC)cc2)c1	-16.6	2.8	9.7	-3.3	-2.3	1.2	-16.9	3.0	1430	1
COC(=O)C1CCN(CCCOc2ccc(CN3CCN(c4ccc([N+](=O)[O-])cc4)CC3)cc2)CC1	10.6	-4.2	4.9	3.7	-6.4	0.9	1.7	-1.1	1562	1
CC(=O)N(/N=C1\Sc2ccccc2C1=O)c1cccc(C)c1	37.9	1.2	9.6	39.8	-8.8	0.6	12.9	8.0	1604	0.6
Cc1ccc2c(c1)N(Cc1ccccn1)C(=O)C(C)O2 (stereo not drawn)	-0.4	4.4	-0.5	-2.3	0.6	1	-10.7	6.0	1559	1
COCCN(Cc1cc2cc3c(cc2nc1Cl)OCO3)C(=O)Nc1ccccc1OC	2.4	-7.3	8.7	-2.5	0.3	1	-6.7	5.4	1515	1
COc1ccccc1C(=O)N=C1NC(=O)CC2C(=O)NCCN12 (stereo not drawn)	2.0	2.2	-1.3	-4.5	3.7	1	-6.4	2.1	1439	1
Cc1cccc(OCCCCCNCCO)c1	7.2	13.5	9.2	-3.4	/	0.9	-2.7	-1.0	1566	1
Cc1ccc(O)c(C(=O)c2cnn(-c3ccccc3)c2)c1	0.9	4.1	6.1	-5.9	-0.9	1	-10.2	8.0	1532	1.1
CN1/C(=C\C=C(/C#N)C(=O)Nc2ccccc2F)C(C)(C)c2ccccc21	3.4	-0.6	3.5	2.5	0.4	1	11.0	10.0	1588	1
O=c1cc(C23CC4CC(CC(C4)C2)C3)[nH][nH]1	-17.9	-4.5	3.2	-5.0	2.9	1.2	-7.7	6.0	1507	1.1
N#Cc1c(N)nc(SCC(=O)NCCc2ccccc2)c(C#N)c1-c1cccs1	2.6	1.9	-4.8	-2.6	1.4	1	1.3	-4.8	1561	1
COC(=O)c1sccc1NC(=S)N1CCN(c2ccccc2)CC1	14.6	0.4	5.0	-2.9	4.6	0.9	-13.6	7.1	1441	1
CCC1(C)Cc2sc3c(=O)[nH]c(=S)[nH]c3c2CO1 (stereo not drawn)	11.6	12.3	6.5	-2.3	-2.4	0.9	-1.5	14.4	1748	1
Cc1cccc2c1N(C)C(=O)C2=O	-1.3	0.7	3.2	3.0	-6.5	1	0.3	-2.8	1432	1
COc1ccc([N+](=O)[O-])cc1NC(=O)C1CCCCC1C(=O)O (stereo not drawn)	6.2	-0.7	8.9	-2.2	-1.1	0.9	0.7	-3.2	1287	1
O=C(CSc1nnc(-c2ccco2)n1CC1CCCO1)NC1CCCC1 (stereo not drawn)	0.5	-1.6	-1.2	-1.6	0.9	1	-8.1	10.2	1607	1
Cc1ccc(C(=O)NC2CC3CCCC(C2)N3C(=S)NCc2ccco2)cc1 (stereo not drawn)	-3.2	1.7	6.7	1.8	-8.7	1	-7.2	5.5	1638	1
COc1ccccc1N1CCN(C(=O)c2sc3nc(-c4ccc(F)cc4)cn3c2C)CC1	-4.0	3.4	-0.4	-6.8	-7.0	1	-7.5	4.4	1642	1.1
CCC1C(=O)N(C)CCc2ccccc21 (stereo not drawn)	32.4	-1.5	-7.4	-3.3	3.2	0.7	-6.4	2.4	1418	1
SMILES	bIAP inh	PPARg SRC-3 ag	PPARg SRC-1 ag	TNAP inh hiacc	HMGR II inh	bIAP activator	TNAP inh no acc	PPARg SRC-2 ag	TR-FRET SRC-2 ct	TNAP act hiacc
CN(C)c1nccc(Nc2ccccc2)c1C#N	8.8	0.6	4.3	-7.8	-3.4	0.9	-10.8	6.8	1474	1.1
Cc1cc(Cl)ccc1C(=O)C1CCCN(C(=O)c2cc(C(C)C)no2)C1 (stereo not drawn)	-3.6	6.1	-2.7	-3.7	1.3	1	-4.6	-0.3	1306	1
O=C(CCC1CCCCC1)N1CCN(Cc2ccc3c(c2)OCO3)CC1	-6.3	-0.4	-8.7	-1.1	-2.7	1.1	-7.8	2.7	1330	1
C/C(=N\O)C(C)NC(=O)c1ccccc1 (stereo not drawn)	3.4	-3.9	-6.5	-1.9	-4.6	1	-6.4	-21.5	1403	1
CN(C)CCNc1oc(COc2ccc(-c3ccccc3)cc2)nc1C#N	-8.4	-2.5	6.4	-3.9	-1.6	1.1	-6.7	6.2	1698	1
COc1cccc(C(=O)N2CCN(C(=O)Cc3ccccc3)CC2)c1	-11.9	1.9	4.8	-5.7	1.0	1.1	-13.5	1.8	1577	1.1

No enrichment for hits; overall some 1.6% were active at least once.
